Source: PubChem BioAssay (National Center for Advancing Translational Sciences (NCATS))
IL2 activator: IL-2 activation. IL-2 activation reporter assay, cell-based qHTS; stimulated with anti-CD3/CD4/CD28 beads; in transgenic mouse T cells. AID 652025. actives 0.065% (n = 360,000). activation, % (series mostly up to about 46 µM); in the data active means activation above about 50%; inconclusive means mostly about 30% to 49%; further: 0% is about no effect
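Unstimulated transgenic mouse T cells preincubated 60 min with compound, then stimulated with anti-CD3/anti-CD4-coated beads plus anti-CD28 for 18 h at 37 degrees C. IL-2 response read as EGFP and DsRed fluorescence by plate cytometry.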
Abeta rescue: restores growth of yeast expressing A-beta42 peptide; actives 0.063% (n = 410,000); Potency, µM (top dose mostly 46.1 µM), without a hit: at the highest dose growth rescue, actives largely listed as activators; AID 1347071; yeast expressing A-beta42, growth rescue, OD600, 48 h; response scale: 0% DMSO, 100% iron-clioquinol control; further: potency means the concentration at half of the fitted maximal effect; nearly all actives have a fitted effect of over 55% in size
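Growth rescue measured by 600 nm absorbance after 48 h yeast culture at 30 C with compound. Values normalized between DMSO and an equimolar ferric chloride plus clioquinol control.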
EPAC1 antag: blocks human EPAC1 exchange factor. O95398. EPAC1 GEF assay, Rap1b-BODIPY-GDP exchange fluorescence. Potency, µM (doses to about 115 µM), for the others: top-dose activity change, negative = inhibition, hits mostly inhibitors. actives 0.14% (n = 360,000). AID 720709;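 further: potency means the concentration at half of the fitted maximal effect; plate controls were vehicle for no effect and positive control for full effect; nearly all actives have a fitted effect of over 50% in size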
Target sequence (O95398 whole entry, looked up): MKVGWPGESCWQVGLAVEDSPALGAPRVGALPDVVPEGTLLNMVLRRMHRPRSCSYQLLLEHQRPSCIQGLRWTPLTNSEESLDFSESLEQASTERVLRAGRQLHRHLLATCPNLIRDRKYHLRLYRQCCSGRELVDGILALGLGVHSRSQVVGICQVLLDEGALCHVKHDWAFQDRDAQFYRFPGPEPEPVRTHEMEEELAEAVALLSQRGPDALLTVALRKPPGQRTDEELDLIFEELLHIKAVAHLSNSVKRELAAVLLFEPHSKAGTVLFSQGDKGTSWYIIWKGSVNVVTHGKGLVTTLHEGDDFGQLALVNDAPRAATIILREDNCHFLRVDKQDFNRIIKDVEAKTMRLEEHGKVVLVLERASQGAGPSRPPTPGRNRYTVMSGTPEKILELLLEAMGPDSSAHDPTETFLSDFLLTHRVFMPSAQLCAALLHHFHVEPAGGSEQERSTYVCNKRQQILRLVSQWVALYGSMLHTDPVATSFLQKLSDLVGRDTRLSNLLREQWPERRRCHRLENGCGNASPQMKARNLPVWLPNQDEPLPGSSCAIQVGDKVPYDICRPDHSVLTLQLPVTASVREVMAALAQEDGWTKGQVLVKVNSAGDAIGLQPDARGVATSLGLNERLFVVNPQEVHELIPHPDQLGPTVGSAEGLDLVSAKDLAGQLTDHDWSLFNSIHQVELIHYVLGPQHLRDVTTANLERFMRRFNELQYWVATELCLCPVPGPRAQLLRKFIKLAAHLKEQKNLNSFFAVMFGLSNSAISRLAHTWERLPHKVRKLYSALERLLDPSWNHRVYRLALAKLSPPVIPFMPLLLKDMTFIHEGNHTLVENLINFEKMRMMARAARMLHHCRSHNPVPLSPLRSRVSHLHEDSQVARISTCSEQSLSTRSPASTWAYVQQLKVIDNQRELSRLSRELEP
WRN inhibitor: inhibitors of human WRN helicase; Potency, µM (series often up to 114 µM), for the others: at the top dose activity change, negative = inhibition, actives largely listed as inhibitors; Q14191; AID 651768; actives 0.46% (n = 360,000); WRN helicase unwinding, fluorescent forked duplex, kinetic; further: potency means the concentration at half of the fitted maximal effect; on the % scale 0 is the no-effect control and ±100 the full control effect; nearly all actives have a fitted effect of over 55% in size
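Enzyme (20 nM final) and test compound sit together 15 min at room temperature before substrate addition. Substrate is a single-forked duplex oligonucleotide (100 nM) labelled with fluorophore and quencher, with 2 mM ATP; helicase unwinding raises red fluorescence, read kinetically.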
EPAC1 ag: EPAC1 (human) agonism | O95398 | EPAC1 agonist qHTS, biochemical assay; response scale: 100% = response to 6.5 mM cAMP | Potency, µM (titrated, usually from 154 µM), without a hit: top-dose activation, actives largely listed as activators | actives 0.073% (n = 360,000); further: potency means the concentration at half of the fitted maximal effect; nearly all actives have a fitted effect of over 60% in size
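EPAC1 100 nM, Rap1B–BODIPY-GDP 250 nM, unlabeled GDP 50 uM; compound titration; 5 min RT; kinetic read ex480/em540 at 5-min intervals ×30 min; data normalized to 6.5 mM cAMP agonist control.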
PLK1 PBD block: PLK1 (human) polo-box domain binding inhibition; actives 2.8% (n = 360,000); Potency, µM, inactives show max response, negative = inhibition, actives largely listed as inhibitors; P53350; Plk1 PBD binding of FITC phosphopeptide, fluorescence polarization; further: potency means the concentration at half of the fitted maximal effect; series mostly up to about 57 µM; on the % scale 0 is the no-effect control and ±100 the full control effect; nearly all actives have a fitted effect of over 65% in size
PI5P4K alpha inh: inhibitors of human PI5P4K alpha. P48426. actives 1.2% (n = 330,000). PI5P4Kalpha enzyme, ADP-Glo luminescence, 60 min; stronger effect = lower value. max response, %. AID 652105; active means max response of -50% or lower; inconclusive means between -30% and -50%; inactive means -30% or higher; further: value at the top dose of about 77 µM; on the % scale 0 is the no-effect control and ±100 the full control effect
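ADP-Glo luminescence end-point after a 60 min room-temperature kinase reaction. PI5P4Kalpha and substrate in HEPES pH 7.4 buffer with EGTA, 0.1% CHAPS and 5% DMSO; ATP at 5 microM final.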
FUS yeast rescue: rescues growth of FUS-expressing yeast | S. cerevisiae FUS-expressing, growth rescue, OD600, 24 h | Potency, µM (titrated, usually from 76.6 µM), without a hit: at the top dose growth rescue (activation), usual class: activators | actives 0.24% (n = 390,000) | AID 1347120;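 further: potency means the concentration at half of the fitted maximal effect; plate controls were DMSO vehicle for no effect and reference control for full effect; nearly all actives have a fitted effect of over 55% in size; some results filed as inactive show a strong effect at the top dose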
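Compound concentration series was pinned onto galactose-induced FUS-expressing yeast seeded at OD 0.005. Plates sat 24hr at 30C; absorbance at 600 nm gave growth. DMSO served as background control.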
* hit, by the source's call; [ ] = another dose, or the depositor's remark. Unless noted, the call rests on the fitted dose curve; in most records, active means well fitted curve in the direction sought with a large enough effect; inconclusive means small, poorly fitted or top-dose-only effect, or another doubt; inactive means no such curve, though single readings can be large; an effect the other way counts as inactive or inconclusive.

`CC(=O)N1N=C(c2ccncc2)OC12CCCC2` gave IL2 activator -0.2, Abeta rescue 4%, EPAC1 antag 7%, WRN inhibitor 2%, EPAC1 ag 1%, PLK1 PBD block -6%, PI5P4K alpha inh 4 and FUS yeast rescue -9%.
For N#Cc1c(N)n(CCCN2CCOCC2)c2nc3ccccc3nc12 the results were IL2 activator 1.5, Abeta rescue 2%, EPAC1 antag -3%, WRN inhibitor -14%, EPAC1 ag 3%, PLK1 PBD block -10%, PI5P4K alpha inh 2 and FUS yeast rescue 5%.
Cc1ccc(NS(=O)(=O)c2ccc(OCC(N)=O)cc2)cc1 was read as IL2 activator 0.0, Abeta rescue 1%, EPAC1 antag -2%, WRN inhibitor 8%, EPAC1 ag -9%, PLK1 PBD block 6%, PI5P4K alpha inh 22 and FUS yeast rescue 15%.
CCOC(=O)N1CCC(N2Cc3cccc(C(=O)NCc4ccc5c(c4)OCO5)c3C2=O)CC1 was read as IL2 activator -1.0, Abeta rescue -4%, EPAC1 antag 7%, WRN inhibitor -26%, EPAC1 ag -11%, PLK1 PBD block -15%, PI5P4K alpha inh -28 and FUS yeast rescue -11%.
`CN=C1S/C(=C/c2cn(CC(=O)OC)c3ccccc23)C(=O)N1C` gave IL2 activator 0.7, Abeta rescue -1%, EPAC1 antag -8%, WRN inhibitor -11%, EPAC1 ag 2%, PLK1 PBD block 0%, PI5P4K alpha inh 3 and FUS yeast rescue 8%.
Screening Cc1c(=O)n(OCc2cccc(F)c2)c2ccccc2[n+]1[O-] returned IL2 activator -0.5, Abeta rescue -21%, EPAC1 antag 17%, WRN inhibitor -1%, EPAC1 ag -6%, PLK1 PBD block -3%, PI5P4K alpha inh -6 and FUS yeast rescue 30%.
For COc1ccc(CCNC(=O)c2nnn(-c3cccc(C)c3)c2N)cc1OC the results were IL2 activator -2.6, Abeta rescue 13%, EPAC1 antag -15%, WRN inhibitor -10%, EPAC1 ag 5%, PLK1 PBD block -1% and FUS yeast rescue 10%.
For CCOc1ccc(N2C(=O)C3C4C=CC([C@H]5CC45)[C@@H]3C2=O)cc1 (stereo partly specified) the results were IL2 activator -1.0, Abeta rescue 23%, EPAC1 antag -1%, WRN inhibitor 2%, EPAC1 ag -1%, PLK1 PBD block 5%, PI5P4K alpha inh 1 and FUS yeast rescue -28%.
For CCN1/C(=C/c2cc[n+](CCCS(=O)(=O)[O-])c3ccccc23)Sc2ccccc21 the results were IL2 activator 226*, Abeta rescue -14%, EPAC1 antag 0%, WRN inhibitor -13%, EPAC1 ag 8%, PLK1 PBD block -11%, PI5P4K alpha inh -1 and FUS yeast rescue 15%.
CCCCNC(=O)CC(C(=O)N1CCc2ccccc21)n1ccnc1 (stereo unspecified) was read as IL2 activator 0.7, Abeta rescue -6%, EPAC1 antag -14%, WRN inhibitor -10%, EPAC1 ag 9%, PLK1 PBD block -8% and FUS yeast rescue 0%.
For COCc1cc(C)nc(SCc2ccccc2)c1C#N the results were IL2 activator -0.3, Abeta rescue 6%, EPAC1 antag -19%, WRN inhibitor 0%, EPAC1 ag 12%, PLK1 PBD block -2%, PI5P4K alpha inh 5 and FUS yeast rescue 1%.
`Cc1ccc2[nH]c(CSc3ccccc3)cc(=O)c2c1` gave IL2 activator -0.2, Abeta rescue 5%, EPAC1 antag 8%, WRN inhibitor 12%, EPAC1 ag 6%, PLK1 PBD block -18%, PI5P4K alpha inh -2 and FUS yeast rescue 11%.
Screening O=C(C[n+]1cc2ccccc2c2ccccc21)c1ccccc1 returned IL2 activator 0.7, Abeta rescue 3%, EPAC1 antag 7%, WRN inhibitor -23%, EPAC1 ag -3%, PLK1 PBD block -14%, PI5P4K alpha inh 2 and FUS yeast rescue 19%.
COC(=O)CCN1CCN(S(=O)(=O)c2cccc(Br)c2)CC1 was read as IL2 activator 0.4, Abeta rescue 11%, EPAC1 antag 11%, WRN inhibitor -4%, EPAC1 ag 3%, PLK1 PBD block 5%, PI5P4K alpha inh 2 and FUS yeast rescue -5%.
`CCOCCCNC(=O)c1ccc(N2CCOCC2)c(NS(=O)(=O)c2ccc(OC)cc2)c1` gave IL2 activator 3.1, Abeta rescue -17%, EPAC1 antag -11%, WRN inhibitor 0%, EPAC1 ag -3%, PLK1 PBD block inconclusive, PI5P4K alpha inh -3 and FUS yeast rescue 9%.
Screening COC(=O)c1c(NC(=O)Cn2cc([N+](=O)[O-])cn2)sc2c1CCC2 returned IL2 activator 0.2, Abeta rescue 14%, EPAC1 antag 4%, WRN inhibitor -19%, EPAC1 ag 3%, PLK1 PBD block -3%, PI5P4K alpha inh -3 and FUS yeast rescue -29%.
CCOC(=O)/C(C)=N/Nc1nc(-c2ccc(NC(C)=O)cc2)cs1 was read as IL2 activator -0.1, Abeta rescue 2%, EPAC1 antag 3%, WRN inhibitor 1%, EPAC1 ag 1%, PLK1 PBD block -4%, PI5P4K alpha inh 3 and FUS yeast rescue 31%.
`CN1CCN(CC(=O)Nc2ccccc2Sc2ccccc2)CC1` gave IL2 activator 0.5, Abeta rescue -10%, EPAC1 antag -23%, WRN inhibitor -19%, EPAC1 ag 13%, PLK1 PBD block -11%, PI5P4K alpha inh 0 and FUS yeast rescue 14%.
For CCOc1ccccc1NC(=O)C1C2C=CC(O2)C1C(=O)O (stereo unspecified) the results were IL2 activator -0.6, Abeta rescue 9%, EPAC1 antag -2%, WRN inhibitor -5%, EPAC1 ag 4%, PLK1 PBD block -3%, PI5P4K alpha inh -11 and FUS yeast rescue -18%.
`Cc1cccc(NS(=O)(=O)c2ccc(C(=O)N3CCC3)cc2)c1C` gave IL2 activator -0.1, Abeta rescue -2%, EPAC1 antag -2%, WRN inhibitor -6%, EPAC1 ag 2%, PLK1 PBD block 3%, PI5P4K alpha inh 4 and FUS yeast rescue 2%.
For Cc1ccc(NC(=O)C2CC(=O)N/C(=N/NC(=O)c3ccc(C)cc3)S2)cc1 (stereo unspecified) the results were IL2 activator -2.3, Abeta rescue 3%, EPAC1 antag -1%, WRN inhibitor -13%, EPAC1 ag -9%, PLK1 PBD block -13%, PI5P4K alpha inh 1 and FUS yeast rescue 20%.
Screening COc1ccc(Nc2cc(C)c3c(O)cccc3n2)cc1 returned IL2 activator -3.4, Abeta rescue 3%, EPAC1 antag -19%, WRN inhibitor -10%, EPAC1 ag -2%, PLK1 PBD block 27µM*, PI5P4K alpha inh -27 and FUS yeast rescue 22%.
For CC1CCC(C(C)C)C(NC(=O)c2ccncc2)C1 (stereo unspecified) the results were IL2 activator 0.7, Abeta rescue -2%, EPAC1 antag -1%, WRN inhibitor 1%, EPAC1 ag -6%, PLK1 PBD block 8%, PI5P4K alpha inh -4 and FUS yeast rescue -9%.
`O=S(=O)(Nc1cccc(S(=O)(=O)N2CCCC2)c1)c1cccs1` gave IL2 activator 1.6, Abeta rescue 7%, EPAC1 antag -11%, WRN inhibitor -13%, EPAC1 ag -3%, PLK1 PBD block -5%, PI5P4K alpha inh -13 and FUS yeast rescue 20%.
For CCOC(=O)N1CCN(C(=O)COc2ccc(Cl)cc2)CC1 the results were IL2 activator -2.3, Abeta rescue 5%, EPAC1 antag -7%, WRN inhibitor 3%, EPAC1 ag -2%, PLK1 PBD block -3% and FUS yeast rescue 14%.
For Cc1ccc(NC(=O)COc2ccc(C3SCCS3)cc2)cc1 the results were IL2 activator -0.5, Abeta rescue 12%, EPAC1 antag 1%, WRN inhibitor -4%, EPAC1 ag 4%, PLK1 PBD block -11%, PI5P4K alpha inh -5 and FUS yeast rescue -4%.
Cc1nc(S/C(=C/c2ccc(-c3cccc(Cl)c3)o2)C(=O)O)n[nH]1 was read as IL2 activator 0.4, Abeta rescue 4%, EPAC1 antag -8%, WRN inhibitor -24%[57.1 µM], EPAC1 ag -1%, PLK1 PBD block -19%, PI5P4K alpha inh -17 and FUS yeast rescue -7%.
CN1CCN(c2ccc(S(=O)(=O)N3CCOCC3)cc2NC(=O)C2CCCCC2)CC1 was read as IL2 activator -0.4, Abeta rescue 7%, EPAC1 antag -10%, WRN inhibitor 8%, EPAC1 ag 4%, PLK1 PBD block 0%, PI5P4K alpha inh -1 and FUS yeast rescue -16%.
For Cc1ccsc1/C=N/NC(=O)C(=O)NCC(C)C the results were IL2 activator 4.2, Abeta rescue -14%, EPAC1 antag -4%, WRN inhibitor -1%, EPAC1 ag -3%, PLK1 PBD block -4%, PI5P4K alpha inh 8 and FUS yeast rescue 1%.
Screening COc1ccc(C(=O)COC(=O)/C=C/c2ccco2)cc1F returned IL2 activator -0.3, Abeta rescue -7%, EPAC1 antag -17%, WRN inhibitor -5%, EPAC1 ag -1%, PLK1 PBD block -11%, PI5P4K alpha inh -28 and FUS yeast rescue -5%.

Reprinted at random: 5 records from the list, in no set order.
For Cc1ccsc1/C=N/NC(=O)C(=O)NCC(C)C the results were IL2 activator 4.2, Abeta rescue -14%, EPAC1 antag -4%, WRN inhibitor -1%, EPAC1 ag -3%, PLK1 PBD block -4%, PI5P4K alpha inh 8 and FUS yeast rescue 1%.
For Cc1ccc(NC(=O)COc2ccc(C3SCCS3)cc2)cc1 the results were IL2 activator -0.5, Abeta rescue 12%, EPAC1 antag 1%, WRN inhibitor -4%, EPAC1 ag 4%, PLK1 PBD block -11%, PI5P4K alpha inh -5 and FUS yeast rescue -4%.
For CC1CCC(C(C)C)C(NC(=O)c2ccncc2)C1 (stereo unspecified) the results were IL2 activator 0.7, Abeta rescue -2%, EPAC1 antag -1%, WRN inhibitor 1%, EPAC1 ag -6%, PLK1 PBD block 8%, PI5P4K alpha inh -4 and FUS yeast rescue -9%.
Cc1nc(S/C(=C/c2ccc(-c3cccc(Cl)c3)o2)C(=O)O)n[nH]1 was read as IL2 activator 0.4, Abeta rescue 4%, EPAC1 antag -8%, WRN inhibitor -24%[57.1 µM], EPAC1 ag -1%, PLK1 PBD block -19%, PI5P4K alpha inh -17 and FUS yeast rescue -7%.
For CCOC(=O)N1CCN(C(=O)COc2ccc(Cl)cc2)CC1 the results were IL2 activator -2.3, Abeta rescue 5%, EPAC1 antag -7%, WRN inhibitor 3%, EPAC1 ag -2%, PLK1 PBD block -3% and FUS yeast rescue 14%.

Rows were taken by chance; about 4.1% have a hit in one of these screens.
